Pin1 inh – qHTS Assay to Find Inhibitors of Pin1; Peptidyl-prolyl cis-trans isomerase NIMA-interacting 1 (Homo sapiens), Q13526; Pin1 FP peptide displacement, HiFluor488, 10 min; Potency, µM (doses to about 115 µM), for the others: top-dose activity, negative = inhibition, actives largely listed as inhibitors; actives 0.009% (n = 390,000); active = well fitted inhibition curve with a large enough effect in the polarisation, with a control signal flat, not every such curve was filed as active; inconclusive = small, poorly fitted or top-dose-only effect, or effect the other way, or a change in a side signal; inactive = no such curve, though single readings can be large or run the other way; the % refers to the polarisation; also: potency is read from the fitted curve at half-maximal effect; % is scaled to controls: 0 for no effect and ±100 for the full control effect
Target sequence (Q13526 whole entry, looked up): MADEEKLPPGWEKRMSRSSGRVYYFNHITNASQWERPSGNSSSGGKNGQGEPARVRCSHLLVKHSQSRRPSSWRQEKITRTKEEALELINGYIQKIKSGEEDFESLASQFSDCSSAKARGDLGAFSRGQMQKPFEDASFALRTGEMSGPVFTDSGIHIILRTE
PI4K2A block – qHTS for small molecular inhibitors of PI4K2A | Phosphatidylinositol 4-kinase type 2-alpha (Homo sapiens), Q9BTU6 | purified PI4K2A, ADP-Glo luminescence, 1 h; hits give low values | actives 0.13% (n = 420,000) | activity change, negative = inhibition, % at 76.9 µM; in the data active = activity change below about -50%; inconclusive = mostly about -30% to -49%;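 also: -100% = wells without enzyme as full effect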
Target sequence (Q9BTU6 whole entry, looked up): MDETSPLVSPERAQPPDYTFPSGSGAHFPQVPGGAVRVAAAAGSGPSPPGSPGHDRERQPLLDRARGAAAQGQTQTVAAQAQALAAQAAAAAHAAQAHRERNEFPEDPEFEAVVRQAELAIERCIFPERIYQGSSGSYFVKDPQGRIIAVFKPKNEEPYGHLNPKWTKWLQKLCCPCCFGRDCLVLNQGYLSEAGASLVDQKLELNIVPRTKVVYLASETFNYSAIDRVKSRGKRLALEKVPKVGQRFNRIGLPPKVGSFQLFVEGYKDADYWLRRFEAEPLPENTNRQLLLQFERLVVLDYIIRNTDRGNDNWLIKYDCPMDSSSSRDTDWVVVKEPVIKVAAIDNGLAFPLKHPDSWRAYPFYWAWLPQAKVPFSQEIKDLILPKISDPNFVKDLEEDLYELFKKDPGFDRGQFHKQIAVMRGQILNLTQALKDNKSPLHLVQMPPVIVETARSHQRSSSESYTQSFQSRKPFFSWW
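Compounds are screened against recombinant PI4K2A using PI as substrate and ATP, the latter dispensed at 300 microM. Reactions run one hour at ambient temperature before ADP-Glo detection; full inhibition defined by wells lacking enzyme.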
ERG Ets-DNA blk – qHTS for Small Molecule Inhibitors of the ERG Ets/DNA interaction | Transcriptional regulator ERG (Homo sapiens), P11308 | fluorescence polarization, His-ERG Ets domain / labelled DNA | Potency, µM (doses to about 76.9 µM), inactives show at the highest dose FP activity, negative = inhibition, most hits filed as inhibitors | actives 0.028% (n = 370,000) | AID 624246, 2012; active = well fitted inhibition curve with a large enough effect in the polarisation, with a control signal flat; inconclusive = small, poorly fitted or top-dose-only effect, or effect the other way, or a change in a side signal; inactive = no such curve, though single readings can be large or run the other way; the % refers to the polarisation;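 also: polarization taken with two DNA probes labelled with fluorescein and Texas red; potency is read from the fitted curve at half-maximal effect; % of control where 0% means no effect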
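His-tagged ERG Ets domain (1 uM in the protein solution; 300mM KCl, 50mM Tris-HCl, 1mM EDTA, 1mM DTT, pH 7.5) received compound, then a probe mix of 5 nM fluorescein-DNA and 100nM Texas-615-DNA. Fluorescence polarization was read for both dyes.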
JMJD2A Tudor inh – qHTS Assay for Inhibitors of JMJD2A-Tudor Domain; AlphaScreen JMJD2A-Tudor / H3K4me3 peptide binding; Potency, µM (titrated, usually from 114 µM), without a hit: at the highest dose activity change, negative = inhibition, most hits filed as inhibitors; actives 4.4% (n = 390,000); AID 504339, 2011; also: potency is read from the fitted curve at half-maximal effect; % is scaled to controls: 0 for no effect and ±100 for the full control effect; nearly all actives have a fitted effect of over 50% in size
G9a block – qHTS Assay for Inhibitors of Histone Lysine Methyltransferase G9a. AID 504332, 2011. Potency, µM (top dose mostly 102 µM), for the others: at the top dose activity, negative = inhibition, usual class: inhibitors. G9a H3K9 monomethylation, AlphaScreen, 2 h. actives 8.8% (n = 350,000); also: potency is read from the fitted curve at half-maximal effect; % is scaled to controls: 0 for no effect and ±100 for the full control effect; nearly all actives have a fitted effect of over 75% in size
Target sequence (Q96KQ7 913-1193 limits assumed): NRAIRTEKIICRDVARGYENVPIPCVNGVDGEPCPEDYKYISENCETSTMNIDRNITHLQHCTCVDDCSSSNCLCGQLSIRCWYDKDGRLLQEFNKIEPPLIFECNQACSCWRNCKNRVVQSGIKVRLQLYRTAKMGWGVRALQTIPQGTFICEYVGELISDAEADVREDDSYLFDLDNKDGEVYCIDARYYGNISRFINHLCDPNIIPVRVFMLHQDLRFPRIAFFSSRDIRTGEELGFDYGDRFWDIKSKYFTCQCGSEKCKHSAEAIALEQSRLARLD
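AlphaScreen read-out: biotin-H3K9 peptide (500 nM) methylation by 20 nM enzyme with 20 uM SAM, 2 h at room temperature after 15 min compound preincubation; anti-monomethyl H3K9 antibody plus donor/acceptor beads, 10 min dark.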
GLS inh – qHTS for Inhibitors of Glutaminase (GLS). actives 0.21% (n = 410,000). Potency, µM (top dose mostly 45.5 µM), without a hit: top-dose activity change, negative = inhibition, most hits filed as inhibitors. GLS enzymatic activity, qHTS titration. AID 624170, 2012. Glutaminase kidney isoform, mitochondrial (Homo sapiens), O94925; also: potency is read from the fitted curve at half-maximal effect; % is scaled to controls: 0 for no effect and ±100 for the full control effect
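Glutamate formation by hKGA was monitored fluorometrically using coupled glutamate oxidase, HRP and Amplex Red. Substrate was added as 1 mM L-glutamine solution; incubation was 30 min at RT after an initial read.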
Tb PGK inh – qHTS Assay to Find Inhibitors of Phosphoglycerate Kinase. PGK/GAPDH coupled, Kinase-Glo luminescence, 60 min. AID 602233, 2012. Phosphoglycerate kinase, glycosomal (Trypanosoma brucei brucei), P07378. Potency, µM (highest dose often 57.5 µM), without a hit: top-dose activity change, negative = inhibition, most hits filed as inhibitors. actives 0.043% (n = 380,000); also: potency is read from the fitted curve at half-maximal effect; % is scaled to controls: 0 for no effect and ±100 for the full control effect; nearly all actives have a fitted effect of over 60% in size
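Recombinant glycosomal PGK reaction used 1,3-bisphosphoglycerate generated in-well by GAPDH (100nM final) in 100mM TEA pH 7.6, 5mM MgCl2, 0.01% Tween-20. After 60 minutes at room temperature, ATP was read by Kinase-Glo Plus luminescence end-point.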
HP1b binding inh – HTS for Inhibitors of HP1-beta Chromodomain Interactions with Methylated Histone Tails | Chromobox protein homolog 1 (Homo sapiens), P83916 | AlphaScreen HP1-beta / biotin-H3K9me3 peptide binding | Potency, µM (series often up to 114 µM), without a hit: top-dose activity change, negative = inhibition, usual class: inhibitors | actives 0.56% (n = 390,000) | AID 540317, 2011; also: potency is read from the fitted curve at half-maximal effect; nearly all actives have a fitted effect of over 70% in size; inactives centre near 23
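AlphaScreen: HP1-beta (50 nM) preformed 30 min with biotin-H3(1-18)K9me3 peptide (50 nM) in PBS pH 7.4, 0.01% Tween-20. Compound added for 30 min at RT, then streptavidin donor/nickel chelate acceptor beads (10 ug/mL) for 30 min.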
BAZ2B block – qHTS Assay for Inhibitors of BAZ2B; Bromodomain adjacent to zinc finger domain protein 2B (Homo sapiens), Q9UIF8; AlphaScreen BAZ2B-H3K14Ac peptide displacement; Potency, µM (highest dose often 114 µM), for inactives: top-dose activity change, negative = inhibition, hits mostly inhibitors; actives 4.4% (n = 360,000); also: potency is read from the fitted curve at half-maximal effect; % is scaled to controls: 0 for no effect and ±100 for the full control effect; nearly all actives have a fitted effect of over 60% in size
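Complex of BAZ2B and biotin-H3K14Ac (50 nM apiece) forms over 30 min at RT, then faces library compounds up to 110 uM for another 30 min; AlphaScreen beads added, 20 min dark incubation, luminescence read.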
* marks the source's active call; other numbers are inactive results; i = inactive; ? = inconclusive; / = not tested or not shown; & = joins results of further samples; [ ] = another dose, or the depositor's remark. Unless noted, calls follow the shape of the dose curve; as a rule, active = well fitted curve in the direction sought with a large enough effect; inconclusive = small, poorly fitted or top-dose-only effect, or another doubt; inactive = no such curve, though single readings can be large; an effect the other way counts as inactive or inconclusive.

SMILES	Pin1 inh	PI4K2A block	ERG Ets-DNA blk	JMJD2A Tudor inh	G9a block	GLS inh	Tb PGK inh	HP1b binding inh	BAZ2B block
CCCn1nnnc1SCC(=O)NCc1ccc2c(c1)OCO2	-8%	0	-3%	-9%	12%	-3%	-2%	41%[activator]	-5%
Cc1ccc2c(c1)N(CC(=O)NCCCc1ccccc1)C(=O)c1cccnc1O2	-11%	1	-8%	-6%	/	1%	-5%	35%	-6%
Cc1cc(C)n(-c2ccc(Cl)c(C(=O)OCC(N)=O)n2)n1	-8%	-8	2%	1%	8%[59 µM]	-3%	i	39%[activator]	21%
COc1cccc(CNC(=O)C(NS(=O)(=O)c2ccc3nc(C)sc3c2)C(C)C)c1 (stereo unspecified)	0%	-1	5%	2%	5%[59 µM]	0%	2%	45%[activator]	4%
COc1ccccc1CNC(=O)COC(=O)Cc1c(Cl)cccc1Cl	-2%	1	7%	6%	21%[59 µM]	-2%	5%	46%[activator]	-1%
COc1ccc([C@H]2CC(=O)C=C(c3cccc4c3Oc3ccccc3S4)C2)cc1OC	0%	4	-5%	-23%	0%[0.501 µM]	-6%	-2%	-15%	-28%
C/C(=N\NC(=O)c1cccc(Br)c1)c1cccnc1	1%	-2	-5%	-16%	?	10%	-6%	32%	-32%
CCC(C)(C)n1nnnc1C(c1cc2ccc(OC)cc2[nH]c1=O)N1CCN(C2CCCCC2)CC1 (stereo unspecified)	27%	-4	-3%	-31%	-17%	-4%	-5%	13%	-2%
CN(C)S(=O)(=O)c1ccc(C(=O)NC(=O)CSc2nnnn2C)cc1	3%	0	-11%	-4%	/	-6%	0%	34%	/
Cc1cc2nnc(SCC(=O)NC3CCCCC3)n2c(N)n1	-7%	-15	0%	-1%	3%[59 µM]	10%	-2%	26%	3%
COc1ccc(S(=O)(=O)Cc2ccc(C(=O)N3CCc4ccccc4C3)o2)cc1	1%	-3	21%	?	?	-3%	i	48%[activator]	-3%
O=C(CSc1ccccn1)Nc1ccccc1F	-4%	5	2%	10%	17%	2%	-8%	13%	6%
O=C(O)CC(c1ccccc1)n1cccc1 (stereo unspecified)	-5%	-6	-6%	9%	-8%	8%	0%	29%	-37%
Cn1c(SCC(=O)N2CCOCC2)nnc1-c1ccc(NC(=O)c2ccccc2F)cc1	-1%	-3	/	-11%	50µM*	-7%	-7%	40%[activator]	-1%
CCOc1cc(/C=C2\SC(=Nc3ccccc3)N(c3ccccc3)C2=O)ccc1OCC(=O)O	-6%	-7	-4%	-30%	?	10%	-12%	-9%	?
Nc1ccccc1SC/C=C/CSc1ccccc1N	1%	3	8%	-18%	11µM*	-5%	1%	26%	-22%
N#Cc1nc(-c2ccc(Cl)cc2)oc1NCc1ccco1	4%	5	-10%	-8%[11.4 µM]	-8%[12.7 µM]	0%	-5%	-31%	-31%
COc1ccc(N(CC(=O)Nc2ccccc2C)S(=O)(=O)c2c(C)[nH]c(=O)[nH]c2=O)cc1	5%	4	0%	-12%	/	2%	-1%	14%	-3%
CN(C)CCCNc1ncc(C(F)(F)F)cc1Cl	-6%	2	-2%	-13%	6%	0%	-9%	20%	-1%
Cc1c(C(=O)N2CCCC2)c(S(=O)(=O)N2CCCCC2)c(C)n1C	-10%	-1	6%	-7%	4%[59 µM]	0%	8%	48%[activator]	-11%
CC(=O)c1ccc(NC(=O)CCc2nc(-c3ccc(C)cc3)no2)cc1	-1%	3	2%	-18%	?	5%	-7%	42%[activator]	-4%
CC(=O)c1cc2c(cc1NC(=O)Cn1nc(C)c(C)c(C#N)c1=O)OCO2	0%	0	6%	-12%	-7%[0.501 µM]	25%	-1%	24%	-4%
Cc1ccc(C(=O)NCN2CCN(c3ccc(F)cc3)CC2)cc1	3%	1	1%	-15%	0%[12.7 µM]	18%	-2%	25%	-7%
COCc1nc2ccccc2n1Cc1c(F)cccc1Cl	1%	2	-4%	3%	16%	-9%	-3%	42%[activator]	-19%
CCN(C(=O)CSc1nc2ccccc2c(=O)n1-c1cccc(C)c1)C1CCS(=O)(=O)C1 (stereo unspecified)	-1%	5	-9%	?	-28%	-18%	i	-7%	11%
CCOc1cccc(=O)c2c(C)n(Cc3ccccc3)c(C)c12	-1%	1	3%	?	/	0%	/	57%[activator]	?
CC(C)OC(=O)C(C)(C)Oc1ccc(C(=O)c2ccc(Cl)cc2)cc1	2%	-4&-4&-2	-10%	80%[activator]	2%[59 µM]	1%&-8%	-4%	125%[activator]	119%[activator]
O=C(NCc1cccnc1)c1cc(C(=O)C2CC2)c[nH]1	-6%	1	-14%	0%	-1%	-6%	-1%	10%	?
O=C(CC1C(=O)NCCN1Cc1ccc(-c2ccccc2)cc1)NCc1ccccc1 (stereo unspecified)	-4%	-25	-1%	-20%	?	12%	1%	29%	?
CCCCOc1ccc(N2C(=O)CC(N(O)c3ccccc3)C2=O)cc1 (stereo unspecified)	-6%	12	10%	-8%	-4%	49%[activator]	0%	24%	-5%

Random excerpt: 2 entries already listed.
SMILES	Pin1 inh	PI4K2A block	ERG Ets-DNA blk	JMJD2A Tudor inh	G9a block	GLS inh	Tb PGK inh	HP1b binding inh	BAZ2B block
CC(=O)c1ccc(NC(=O)CCc2nc(-c3ccc(C)cc3)no2)cc1	-1%	3	2%	-18%	?	5%	-7%	42%[activator]	-4%
COCc1nc2ccccc2n1Cc1c(F)cccc1Cl	1%	2	-4%	3%	16%	-9%	-3%	42%[activator]	-19%

(list continues)
SMILES	Pin1 inh	PI4K2A block	ERG Ets-DNA blk	JMJD2A Tudor inh	G9a block	GLS inh	Tb PGK inh	HP1b binding inh	BAZ2B block
COc1ccc(-n2nc(C(=O)NCc3ccc(F)cc3)c3c4ccccc4n(C)c3c2=O)cc1	-3%	4	0%	-16%	8%[59 µM]	2%	/	13%	/
O=C(NCCCN1CCOCC1)C1COc2ccccc2O1 (stereo unspecified)	2%	1	10%	-1%	9%	7%	-1%	15%	-5%
CC(=O)N(C)N1c2ccccc2CCc2ccccc21	-3%	8	0%	-2%	3%[59 µM]	0%	3%	32%	-12%
O=C(NCCN1CCN(Cc2ccccc2)CC1)C1c2ccccc2C(=O)N2CCc3ccccc3C12 (stereo unspecified)	1%	6	5%	2%	3%	-5%	-3%	25%	4%[57.1 µM]
O=C(c1ccc(S(=O)(=O)N2CCCC2)cc1)N(c1ccccc1)C1C=CS(=O)(=O)C1 (stereo unspecified)	-19%	4	-5%	-7%	36%	21%	9%	21%	-12%
NC(=O)C1CCN(C(=O)c2ccc(NS(=O)(=O)c3ccc(F)c(F)c3)cc2)CC1	-4%	2	15%	-19%	23%[2.33 µM]	2%	-2%	39%[activator]	12%
COc1ccc(CCNc2nc(-c3sc(C)nc3C)cs2)cc1OC	-1%	0	8%	3.2µM*	10µM*	13%	1%	?	32µM*
COc1cc(C(=O)N(Cc2ccc(N(C)C)cc2)CC2CCCO2)cc(OC)c1OC (stereo unspecified)	3%	6	2%	-30%	?	13%	i	5%	79µM*
COc1cccc(CCNC(=O)COc2cccc3c2OC(C)(C)C3)c1	-2%	0	-1%	3%	1%	-4%	4%	25%	5%
Cn1c(=O)n(CCOc2ccccc2Cl)c2ccccc21	-8%	-7	-1%	-6%	-13%	3%	-2%	41%	2%
Cc1cc(C)c(OCC(=O)Nc2nnc(C3CC3)s2)c(C)c1	-1%	-17	2%	-2%	?	-1%	-6%	59%[activator]	-4%
CCC(C)C(=O)Nc1cc(C(=O)OC)cc(C(=O)OC)c1 (stereo unspecified)	-3%	1	/	-10%	?	-2%	10%[11.5 µM]	31%	-19%
COc1ccc(/C=N\NC(=O)COc2ccc(Cl)cc2Cl)c(C(=O)O)c1OC	-1%	0	5%	2%	6%[59 µM]	6%	2%	31%	5%
O=C(Nc1ccc2c(c1)CCC2)c1ccc(Br)o1	-5%	-14	-5%	-15%[11.4 µM]	-30%[2.33 µM]	-18%	-10%	-10%	-7%
Fc1ccc(-n2nnc(-c3ccccc3Cl)n2)cc1	-7%	4	4%	7%	4%	-18%	i	55%[activator]	?
Cc1cc(C(=O)Nc2ccc(C)c(S(=O)(=O)N3CCOCC3)c2)c2ccccc2n1	0%	-3	2%	-25%	?	1%	i	41%[activator]	3%
COc1cc2c(c(O)c1OC)C(=O)C(OC)CCC2 (stereo unspecified)	4%	4	2%	5%	-4%	-7%	0%	18%	1%
COc1cccc(CN2C(=O)C(C)N(C(=O)c3c(F)cccc3F)c3ccccc32)c1 (stereo unspecified)	17%	4	0%	-14%	?	1%	/	4%	-27%
COc1ccc(CN(C(=O)c2ccccc2F)C2CCS(=O)(=O)C2)cc1 (stereo unspecified)	0%	1	-1%	-9%	-5%[59 µM]	-13%	-4%	6%	-6%
NS(=O)(=O)c1ccc(NC(=O)c2cccc(N3C(=O)c4ccccc4C3=O)c2)cc1	?	-3	-2%	?	10µM*	?	7%	1%[57 µM]	?

Compound activity deposited in PubChem by National Center for Advancing Translational Sciences (NCATS).
